Compound activity deposited in PubChem BioAssay by Sanford-Burnham Center for Chemical Genomics.
A3G deaminase – inhibitors of human APOBEC3G DNA deaminase; hit rate 0.28% among 330,000; inhibition, % at 20 µM; AID 493012; Q9HC16; recombinant A3G, ssDNA deamination FAM/TAMRA fluorescence;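 active means inhibition of at least 40% at 20 µM, with no more than 30% in the related APOBEC3A deaminase screen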;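 further: plate controls were DMSO wells with A3G for no effect and wells lacking A3G enzyme for full effect; some compounds called inactive have numbers as strong as hits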
Target sequence (Q9HC16 whole entry, looked up): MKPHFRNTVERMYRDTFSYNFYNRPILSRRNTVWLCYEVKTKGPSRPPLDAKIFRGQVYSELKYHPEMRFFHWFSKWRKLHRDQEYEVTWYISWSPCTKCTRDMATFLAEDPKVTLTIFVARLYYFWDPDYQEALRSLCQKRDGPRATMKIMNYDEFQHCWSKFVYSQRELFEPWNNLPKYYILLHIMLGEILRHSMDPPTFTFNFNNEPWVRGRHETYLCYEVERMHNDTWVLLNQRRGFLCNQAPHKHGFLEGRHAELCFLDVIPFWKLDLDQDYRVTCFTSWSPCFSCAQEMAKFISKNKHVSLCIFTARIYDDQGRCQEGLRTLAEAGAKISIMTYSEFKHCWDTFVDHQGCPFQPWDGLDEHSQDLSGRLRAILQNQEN
hIAP inh – human IAP inhibition; hit rate 0.12% among 330,000; P09923; purified IAP, CDP-Star luminescence, 30 min; inhibition, % at 10 µM;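 active means inhibition reaching a set limit with compound at 10 µM in the primary screen, cut at about 35% in these data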;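 further: plate controls were DMSO wells with enzyme for no effect and no-enzyme buffer wells for full effect; values of inactives mirror those of a sister screen read the other way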
beta cell repl – MIN6 beta-cell proliferation induction | MIN6 cells proliferation, ATPlite luminescence, 48 h; cells starved in 0.2% serum; 100% = growth in 10% serum | proliferation, % at 10 µM | hit rate 0.29% among 330,000 | AID 2380;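 active means compounds whose signal lies at least 3.5 SD above the mean of all wells on their plate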;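 further: 0% = DMSO-treated cells in low-serum medium and 100% = 10% serum control; some compounds called inactive have numbers as strong as hits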
hIAP act – human IAP activation; P09923; purified human IAP, CDP-Star luminescence, 30 min; stronger effect = higher value; 1 = vehicle-only enzyme, 0 = enzyme-free background; activation factor at 10 µM; hit rate 0.16% among 330,000;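 active means activation factor of the enzyme at least 2-fold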; further: the source names both 10 and 20 µM as test concentration; values of inactives mirror those of a sister screen read the other way
mIAP block – blocks mouse intestinal alkaline phosphatase; inhibition, % at 10 µM; hit rate 0.2% among 330,000; purified mouse IAP, CDP-Star luminescence, 30 min;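 active means inhibition of at least 40% at 10 µM in the primary screen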;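 further: plate controls were DMSO with enzyme for no effect and no enzyme wells for full effect; values of inactives mirror those of a sister screen read the other way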
APOBEC3A inh – human APOBEC3A DNA deaminase inhibition. P31941. recombinant A3A, FAM/TAMRA ssDNA deamination fluorescence. inhibition, % at 20 µM. hit rate 0.41% among 330,000. AID 493011;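 active means at least 40% inhibition at 20 µM here, with at most 30% in a related deaminase screen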;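 further: plate controls were A3A with DMSO for no effect and wells lacking A3A enzyme for full effect; some results filed as inactive read as strong as hits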
Target sequence (P31941 whole entry, looked up): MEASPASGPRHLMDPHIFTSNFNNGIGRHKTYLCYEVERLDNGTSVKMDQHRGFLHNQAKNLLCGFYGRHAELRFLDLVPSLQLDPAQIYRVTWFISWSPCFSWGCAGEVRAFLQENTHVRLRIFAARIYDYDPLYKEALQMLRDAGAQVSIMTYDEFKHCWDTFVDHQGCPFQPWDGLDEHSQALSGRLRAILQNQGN
MPTP inh – blocks calcium-induced mitochondrial swelling | isolated mouse mitochondria, Ca2+ swelling absorbance, 30 min | hit rate 1.4% among 360,000 | inhibition, % at 10 µM;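 active means inhibition of 50% or more, scaled per plate between neutral and stimulator controls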;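 further: 0% = DMSO wells given calcium and 100% = 1 mM EGTA wells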
ATG4B inhibitor – blocks human ATG4B protease cleavage of LC3 substrate; hit rate 0.51% among 340,000; AID 504462; ATG4B cleavage of LC3-PLA2, NBD-HPC fluorescence, 1 h; inhibition, % at 8.33 µM; in the data active means inhibition above about 40%
Target sequence (Q9Y4P1 whole entry, looked up): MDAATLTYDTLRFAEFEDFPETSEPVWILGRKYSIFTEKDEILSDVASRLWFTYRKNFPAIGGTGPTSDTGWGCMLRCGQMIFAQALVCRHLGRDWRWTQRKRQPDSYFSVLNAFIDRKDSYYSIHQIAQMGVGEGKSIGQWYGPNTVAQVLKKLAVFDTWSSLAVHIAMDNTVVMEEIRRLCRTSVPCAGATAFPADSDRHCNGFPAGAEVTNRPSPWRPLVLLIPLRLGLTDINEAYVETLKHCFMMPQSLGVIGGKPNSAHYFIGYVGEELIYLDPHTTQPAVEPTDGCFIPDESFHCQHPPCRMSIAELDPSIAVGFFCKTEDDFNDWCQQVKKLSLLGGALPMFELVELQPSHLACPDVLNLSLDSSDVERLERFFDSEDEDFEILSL
mIAP act – mouse IAP activation; muIAP, CDP-Star luminescence, 30 min; stronger effect = higher value; 1 = vehicle-only enzyme signal, 0 = enzyme-free wells; hit rate 0.24% among 330,000; activation factor at 10 µM;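 active means activation factor of at least 2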; further: the source names both 10 and 20 µM as test concentration; values of inactives mirror those of a sister screen read the other way
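Assay system: mouse IAP enzyme; reagent: chemiluminescent substrate CDP-Star; dosing: test compounds delivered from DMSO solution; schedule: 30 min at room temperature; measured by: luminescence from enzymatic CDP-Star hydrolysis; controls: DMSO-only wells and no-enzyme negative control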
Active calls of the source: *; . = no result given.

cpd	Compound	hIAP inh	A3G deaminase	MPTP inh	beta cell repl	ATG4B inhibitor	mIAP act	APOBEC3A inh	mIAP block	hIAP act
1	Cc1ccc(OCCC(=O)OCC(=O)NCc2ccccc2)cc1	2	-3	-1.0	-5	3	0.96	2	4	0.97
2	CC(=O)n1nc(-c2cccc(C)c2)nc1SCC(=O)Nc1ccccc1	19	0	1.3	-5	11	1	2	-2	0.81
3	COc1ccccc1NC(=O)CCC(=O)O	16	-4	-0.1	-2	-7	0.95	-2	5	0.84
4	CC(Oc1cccc(NC(=O)c2cccs2)c1)C(=O)c1ccccc1 (stereo not drawn)	16	-3	-0.9	-1	2	0.94	-1	6	0.84
5	COC(=O)CC(NS(=O)(=O)c1cccs1)c1cccc2ccccc12 (stereo not drawn)	1	-1	0.6	1	-17	1	1	-1	0.99
6	COc1ccc(/C=C2\CCCc3c2nc2ccccc2c3C(=O)OCC(=O)c2c(N)n(C)c(=O)n(C)c2=O)cc1	-9	-4	.	0	.	0.94	4	6	1.1
7	C=C1C[C@H](O)[C@@H]2[C@H](OC(=O)[C@H]2C)[C@H]2[C@H](C)[C@@H](O)C[C@@H]12	-1	-9	-2.0	0	-7	1	-1	-3	1
8	O=C(NCCC1=CCCCC1)C1CCC(CNS(=O)(=O)c2ccccc2)CC1 (stereo not drawn)	7	0	-15	0	1	1.1	8	-15	0.93
9	NC(=O)CSc1nnc(Cc2ccc3c(c2)OCO3)o1	3	-11	-2.9	-2	18	0.98	-4	2	0.97
10	Cc1cccc(OCCCC(=O)Nc2ccc(S(N)(=O)=O)cc2)c1C	4	-5	-1.4	0	1	1.1	1	-11	0.96
11	CN(C(=O)CSc1nnc(-c2cccnc2)n1-c1ccccc1F)C1CCS(=O)(=O)C1 (stereo not drawn)	-1	-10	-0.3	1	-4	0.99	-2	0	1
12	COc1ccc(N(CC(=O)N/N=C/c2ccc(OC)c(OC)c2)S(=O)(=O)c2ccccc2)cc1	-39	-4	-1.7	-1	-12	1	0	-4	1.4
13	CCOC(=O)c1ccc(-c2c(-c3ccc4c(c3)OCO4)noc2C)cc1F	7	12	-0.3	-6	-4	1	4	-1	0.93
14	CC1CC(=O)c2cnc(NCc3ccco3)nc2C1 (stereo not drawn)	13	-2	-1.2	-1	-6	1.1	-1	-6	0.87
15	CCN(C[C@H]1N[C@@](CC)(C(=O)OC)[C@H]2C(=O)N(C)C(=O)[C@@H]12)C(=O)Nc1ccc(F)cc1	-4	-6	2.0	-2	-2	0.97	-3	3	1
16	CCC1(C)Cc2ccccc2-c2nc(NN)[nH]c(=O)c21 (stereo not drawn)	-6	0	0.2	-1	-1	0.96	-1	4	1.1
17	CC1(C)CC(=O)N(Cc2ccccc2)C(=O)C1	-13	-6	0.4	-3	4	0.92	-5	8	1.1
18	O=C(Cn1[nH]c(=O)c2ccccc2c1=O)Nc1ccc(-c2nnc3n2CCCCC3)cc1	-23	1	-0.7	-1	1	1	5	-5	1.2
19	O=C(O)/C(=C\c1cccc(F)c1)c1ccc(S(=O)(=O)N2CCCC2)s1	8	-3	-1.3	3	-12	1.1	7	-6	0.92
20	C[C@H](CO)N1C[C@H](C)[C@@H](CN(C)C(=O)NC2CCCCC2)Oc2c(NC(=O)C3CCCCC3)cccc2C1=O	-7	-7	0.0	0	-2	0.93	-4	7	1.1
21	CN(C)CCOc1cccc(Cl)c1	4	-3	0.7	0	-6	1.1	-1	-7	0.96
22	COc1ccc(NC(=O)c2cccnc2SC)cc1S(=O)(=O)N1CCCCC1	-6	-2	0.3	-1	-12	1.1	8	-8	1.1
23	O=C(CN1CCCSc2ccccc21)N1CCN(S(=O)(=O)c2cccc(F)c2)CC1	0	-8	-1.5	-3	3	0.95	-4	5	1
24	O=C(COC(=O)Cc1ccsc1)Nc1ccc(Cl)cc1F	-8	18	-0.8	-5	5	0.98	1	2	1.1
25	COc1ccc(-n2c(COc3cccc(C)c3)nnc2SCC(=O)NCc2ccco2)cc1	1	-1	3.3	-1	-14	0.98	-2	2	0.99
26	COc1ccc(COC(=O)Nc2cn(C)nc2C(F)(F)F)cc1	0	-9	0.1	-1	2	0.96	3	4	1
27	CS(=O)(=O)N1CCC(C(=O)N2CCc3ccccc3C2)CC1	16	-4	0.0	-3	-1	1	3	0	0.84
28	CCOC(=O)c1ccc(NC(=O)c2ccccc2N(C)S(=O)(=O)c2ccccc2)cc1	-13	-2	8.5	0	-5	1.1	-1	-8	1.1
29	O=C1CN(C(=O)COC(=O)c2ccccc2Br)c2ccccc2N1	3	0	0.0	-1	-1	0.99	-1	1	0.97
30	COc1ccccc1C(=O)NC(=O)COC(=O)CN1C(=O)NC(C)(C)C1=O	-10	12	-0.4	-1	3	1.1	6	-9	1.1
31	CCc1nnc(NC(=O)c2cc([N+](=O)[O-])ccc2N2CCOCC2)s1	-4	-10	-0.8	1	-10	1	-4	-1	1
32	CC1CC1C(=O)OCC(=O)Nc1ccccc1Oc1ccccc1 (stereo not drawn)	-13	-8	0.5	0	-4	0.99	-3	1	1.1
33	Cc1cc(C)cc(N(C(=O)c2ccccn2)C(C(=O)NC2CCCCC2)c2cccs2)c1 (stereo not drawn)	-1	-1	0.9	-2	-15	0.94	0	6	1
34	CCOc1ccc(N2C(=O)CC(N)C2=O)cc1 (stereo not drawn)	5	0	0.0	-4	-2	1	-1	-3	0.95
35	COC(=O)[C@@H](NC(=O)NC(C)CCc1ccccc1)C(C)C (stereo partly drawn)	-20	-6	-1.5	0	-8	0.98	-17	2	1.2
36	CCN(CC(=O)N1CCN(C)CC1)S(=O)(=O)c1ccc(Cl)cc1	6	9	-1.4	-1	1	1.1	2	-9	0.94
37	CC(C)(C)c1ccc(NC(=O)CSc2nnc(-c3n[nH]c4ccccc34)o2)cc1	12	-4	41	0	-24	0.98	2	2	0.88
38	CC(=O)NNC(=S)NC(=O)C(c1ccccc1)c1ccccc1	1	21	-0.6	-3	-6	0.97	0	3	0.99
39	Cc1ccc(N2NC(=O)/C(=C/c3ccc(-c4ccc(Cl)c(C(=O)O)c4)o3)C2=O)cc1	10	15	1.1	0	10	0.84	15	16	0.9
40	Cc1ccc(-c2cc(C(F)F)n3ncc(C(=O)N4CCCCC4c4cccnc4)c3n2)cc1 (stereo not drawn)	7	-8	3.4	-1	-2	0.99	-1	1	0.93
41	C[C@@H]1NC(=O)[C@H](CC(N)=O)NC(=O)c2cc([N+](=O)[O-])cc(I)c2OCC[C@@H](C(=O)NC(CC(=O)O)C(N)=O)NC1=O (stereo partly drawn)	2	-5	.	3	-4	1	7	-1	0.97
42	Cc1cc2[nH]c(=O)c(=O)[nH]c2cc1S(=O)(=O)NCc1ccc(Cl)cc1	13	-6	-2.6	-3	-2	0.98	-6	2	0.87
43	COc1cccc(C(=O)NC2CC3CCCC(C2)N3CC(=O)Nc2ccccc2)c1 (stereo not drawn)	-16	23	0.6	-3	-8	1	19	-1	1.2
44	Cc1nc2ccc(NC(=O)c3ccco3)cc2nc1C	-12	-8	0.2	0	3	1.2	-4	-18	1.1
45	COc1cc(NC(=O)c2ccccc2)c(OC)cc1NC(=O)Cc1ccc(C)cc1	-21	-7	-0.3	-3	-4	1	-4	-2	1.2
46	COc1ccc(C(=O)COC(=O)c2ccccn2)c(OC)c1	-12	0	0.0	1	4	0.93	0	7	1.1
47	N#CC1=C(N)Oc2c(O)cc3ccccc3c2C1c1ccsc1 (stereo not drawn)	8	-11	6.5	-4	-9	0.94	-2	6	0.92
48	COc1ccc2c(c1)NC(C)(C)C=C2C	-2	-7	0.3	-3	5	0.89	-4	11	1
49	CCCN=C(N)/C(C(=O)OCC)=C(\O)c1ccc(OC)cc1	0	1	-0.9	-1	20	1	3	-2	0.99
50	CC(C)CNC(=S)N1CCN(c2nc3ccccc3s2)CC1	-9	-3	-1.7	-2	-6	1.1	-1	-8	1.1
51	COc1ccc(OC)c(NC(=O)CSc2nnc(CNC(=O)c3cccs3)o2)c1	-2	-10	-1.2	1	-1	0.97	-8	3	1
52	O=C(C[C@H]1C[C@H](C(=O)N2CCCCC2)[C@@]2(CCc3ccccc3)c3[nH]c4ccc(Cl)cc4c3CCN2C1=O)NCc1cccc(C(F)(F)F)c1	.	-1	-1.1	.	0	1.2	-1	-16	.
53	CCN(CC)S(=O)(=O)c1ccc(OC)c(NC(=S)Nc2cccc(C)c2)c1	2	1	.	-2	.	0.99	1	1	0.98
54	Cc1ccc(NC(=O)COc2ccc(C(=O)c3ccccc3)cc2)c(O)c1	-36	-6	82*	-7	-2	0.94	-3	6	1.4
55	O=c1c2[nH]c3ccccc3c2ncn1CCN1CCOCC1	7	0	0.9	1	-8	0.94	0	6	0.93
56	CCOC(=O)c1c(NC(=O)COC)sc(C)c1C	-13	-1	3.8	0	4	1	2	-1	1.1
57	COc1cc(/C=N/NC(=O)c2ccoc2C)ccc1O	-14	-4	-0.8	-3	-4	1.1	-4	-10	1.1
58	O=C(c1ccc([N+](=O)[O-])cc1)N1CCN(c2cccc3[nH]ccc23)CC1	-6	-1	1.5	0	-2	0.98	-2	2	1.1
59	NC(=O)C1CCN(c2oc(/C=C/c3ccc(F)cc3)nc2S(=O)(=O)c2ccccc2)CC1	5	-3	1.1	-4	5	1.1	-3	-6	0.95
60	CCCCc1nnc(NC(=O)c2ccc3c(=O)n4c(nc3c2)CCC4)s1	-23	-7	-0.6	7	-5	0.92	0	8	1.2

Next section.
cpd	Compound	hIAP inh	A3G deaminase	MPTP inh	beta cell repl	ATG4B inhibitor	mIAP act	APOBEC3A inh	mIAP block	hIAP act
61	COc1ccc(OC)c(C2=NOC(C(=O)NCc3ccccn3)C2)c1 (stereo not drawn)	-15	-5	-1.4	-4	-7	1	-2	-1	1.2
62	O=C(CSc1nnc2ccccn12)NCc1cccs1	3	-11	-7.8	-3	-14	0.9	-4	10	0.97
63	CCCc1cc(C(=O)NNC(=S)NC2CCCCC2)cs1	-82	-1	1.4	-4	7	1	-3	-2	1.8
64	CS(=O)(=O)N(CC(O)CON=C1c2ccccc2-c2ccccc21)c1ccc(F)cc1 (stereo not drawn)	-8	-1	3.2	-3	-36	0.84	6	16	1.1
65	C=CCn1c(SCc2cccc3ccccc23)nnc1-c1cccnc1	-10	-6	-2.9	-3	5	1.1	-5	-8	1.1
66	N#C/C=C/N1CCC(Cc2ccccc2)CC1	14	-2	0.2	0	7	1	1	0	0.86
67	Clc1ccc(CN2CCN(c3ncccn3)CC2)cc1	-11	-6	0.2	1	-1	1	-3	-2	1.1
68	O=C1C2CCCN2C(=O)N1CCCN1CCN(c2ccc([N+](=O)[O-])cc2)CC1 (stereo not drawn)	10	-1	-1.2	-1	4	0.95	-1	5	0.9
69	Cc1ccc(S(=O)(=O)N2CCOCC2)cc1NC(=O)COC(=O)c1ccc2c(c1)OCO2	-14	-2	-0.6	-3	9	1.1	1	-5	1.1
70	CC12CN3CC(C)(CN(C1)C3c1ccc(Cl)cc1Cl)C2=O (stereo not drawn)	24	-4	0.7	5	-8	0.89	-4	11	0.76

In the list so far, these contain a CF3 group:
cpd	Compound	hIAP inh	A3G deaminase	MPTP inh	beta cell repl	ATG4B inhibitor	mIAP act	APOBEC3A inh	mIAP block	hIAP act
26	COc1ccc(COC(=O)Nc2cn(C)nc2C(F)(F)F)cc1	0	-9	0.1	-1	2	0.96	3	4	1
52	O=C(C[C@H]1C[C@H](C(=O)N2CCCCC2)[C@@]2(CCc3ccccc3)c3[nH]c4ccc(Cl)cc4c3CCN2C1=O)NCc1cccc(C(F)(F)F)c1	.	-1	-1.1	.	0	1.2	-1	-16	.
